Compound activity as filed in PubChem.
KKLEB cytotox: cytotoxicity in KKLEB CF airway cells, primary screen, cytotoxicity control for CF NF-kB inhibitor project, cell-based, uHTS, fluorescence assay plates; KKLEB CF airway cells viability, ATPlite luminescence, overnight; hits give low values; cells stimulated with P. aeruginosa culture filtrate; activity change (cytotoxicity), % at 5 µM; AID 602141, 2011; 0.36% of 360,000 active;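 active = corrected activity change at or below -50% at 5 µM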
LMP1 NFkB inh: EBV LMP1-driven NF-kappaB luciferase reporter inhibitors, primary screen, cell-based, luminescence, single point; LMP1-induced NF-kappaB luciferase reporter cells; inhibition, % at 12.5 µM; 0.69% of 350,000 active; in the data active = inhibition above about 41%;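 also: 0% = neutral control wells and 100% = reference inhibitor control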
SRC3 inh: SRC3 coactivator transcriptional activity inhibitors, primary screen, cell-based, luminescence. 0.17% of 360,000 active. HEK293 GAL4-SRC3 luciferase reporter. AID 588352, 2011. inhibition, % at 3.6 µM. Nuclear receptor coactivator 3 (Homo sapiens), Q9Y6Q9;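 active = inhibition above a per-campaign cutoff, the mean of all compounds plus 3 SD, cut at about 60% in these data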;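 also: 0% = DMSO-treated cells and 100% = gossypol-treated cells at 36 µM; higher means less SRC3-driven luciferase light from the GAL4 reporter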
SRC1 inh: SRC1 coactivator transcriptional activity inhibitors, primary screen, cell-based, luminescence. 0.12% of 360,000 active. inhibition, % at 3.6 µM. HEK293 GAL4-SRC1 luciferase reporter;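 active = inhibition above the campaign mean plus 3 SD, with each screening campaign given its own cutoff, cut at about 60% in these data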;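 also: 0% = DMSO treated cells and 100% = gossypol at 36 µM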
Shn3 3UTR inh: reduction of Shn3 3'UTR firefly luciferase signal, primary screen, Schnurri-3 inhibitor project, cell-based, Clone20 osteoblasts, set 2. Clone20 osteoblast Shn3 3'UTR firefly luciferase, 24 h. inhibition, % at 12.5 µM. 0.52% of 360,000 active. AID 588674, 2011;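 active = mean inhibition of at least 75% with every replicate also reaching 75%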;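 also: 0% = median of neutral control wells and 100% = pilot-screen positive control compound; some compounds past the cut are filed as inactive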
LRH-1 inv ag: LRH-1 (NR5A2) inverse agonists, primary screen, cell-based, luminescence, HEK293T, StAR-luciferase reporter. Nuclear receptor subfamily 5 group A member 2 (Homo sapiens), O00482. LRH-1 transfected, 24 h. inhibition, % at 3.6 µM. 0.13% of 360,000 active;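 active = inhibition above the mean inhibition of all tested compounds plus 3 SD, cut at about 73% in these data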;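 also: 0% = DMSO wells and 100% = reporter-only cells lacking LRH-1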
Target sequence (O00482 whole entry, looked up): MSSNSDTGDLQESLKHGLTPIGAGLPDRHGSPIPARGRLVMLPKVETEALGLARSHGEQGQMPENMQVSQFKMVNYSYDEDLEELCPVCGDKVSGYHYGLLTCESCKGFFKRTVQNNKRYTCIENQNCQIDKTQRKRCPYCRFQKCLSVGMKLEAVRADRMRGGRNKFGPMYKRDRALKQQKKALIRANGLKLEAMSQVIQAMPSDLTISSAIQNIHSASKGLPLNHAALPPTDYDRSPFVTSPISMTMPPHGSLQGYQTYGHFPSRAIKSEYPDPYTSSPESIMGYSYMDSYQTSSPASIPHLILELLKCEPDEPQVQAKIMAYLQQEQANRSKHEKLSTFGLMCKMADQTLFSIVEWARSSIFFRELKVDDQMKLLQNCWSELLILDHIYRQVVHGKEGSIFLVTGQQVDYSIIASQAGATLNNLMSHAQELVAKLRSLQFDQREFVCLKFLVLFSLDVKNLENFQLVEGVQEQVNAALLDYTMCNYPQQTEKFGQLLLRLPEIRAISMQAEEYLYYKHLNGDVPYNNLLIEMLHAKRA
TROY signal inh: inhibitors of TROY-driven NF-kB signaling, primary screen, Q293 LMP1-TROYcd cells, NF-kB luciferase, uHTS; inhibition, % at 10 µM; 0.98% of 360,000 active; Q293 LMP1-TROYcd NF-kB luciferase reporter, 4 h;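 active = compounds whose plate-normalised and pattern-corrected inhibition of the luciferase reporter signal at the single screening dose is 50% or more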
C8 TRAIL sens: viability loss with TRAIL in NB7+C8 cells, primary screen, TRAIL sensitizer project, cell-based, ATPlite luminescence; 1% of 360,000 active; inhibition (viability loss, TRAIL sensitization), % at 10 µM;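 active = compounds causing at least 50% loss of cell viability in the single-dose screen, relative to plate controls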
COUP-TFII inh: NR2F2 transcriptional activity inhibitors, primary screen, cell-based, luciferase reporter, HEK293T, luminescence. inhibition, % at 8.6 µM. HEK293T NGFI-A luciferase reporter. COUP transcription factor 2 (Homo sapiens), P24468. 0.7% of 370,000 active;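 active = inhibition above a per-plate cutoff, mean inhibition of test wells between control levels plus 3 SD, cut at about 38% in these data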;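 also: cells cotransfected with COUP-TFII expression vector driving the NGFI-A reporter; 0% = median of COUP-TF2 test wells and 100% = reporter-only cells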
Target sequence (P24468 whole entry, looked up): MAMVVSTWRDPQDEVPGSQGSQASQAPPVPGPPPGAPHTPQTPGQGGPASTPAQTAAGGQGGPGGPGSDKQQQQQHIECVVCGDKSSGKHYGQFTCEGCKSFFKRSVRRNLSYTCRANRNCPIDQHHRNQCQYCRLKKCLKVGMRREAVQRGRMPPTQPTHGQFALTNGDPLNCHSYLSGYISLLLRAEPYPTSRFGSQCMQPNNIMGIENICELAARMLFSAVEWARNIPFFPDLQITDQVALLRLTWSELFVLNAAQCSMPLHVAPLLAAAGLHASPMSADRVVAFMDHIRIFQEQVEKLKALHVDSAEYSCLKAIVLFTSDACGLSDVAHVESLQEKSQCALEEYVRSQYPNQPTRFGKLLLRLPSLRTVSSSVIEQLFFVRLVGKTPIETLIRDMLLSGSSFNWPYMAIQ
TWEAK Fn14 block: inhibitors of TWEAK-Fn14 signaling, primary screen, luciferase reporter cells, uHTS; TWEAK-stimulated Fn14 reporter cells, luciferase luminescence, 8 h; inhibition, % at 10 µM; 2% of 360,000 active; in the data active = inhibition above about 50%
CF NFkB inh: inhibitors of PAF-induced NF-kB signaling, primary screen, cell-based, GFP fluorescence, uHTS; KKLEB NF-kB-GFP reporter, GFP fluorescence overnight; inhibition, % at 5 µM; 0.86% of 360,000 active; AID 588850, 2011;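 active = at least 50% inhibition at 5 µM, scaled per plate between neutral and stimulator controls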;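 also: PAF is a Pseudomonas aeruginosa culture filtrate used as stimulus; plate controls were PAF-stimulated DMSO wells for no effect and unstimulated DMSO wells for full effect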
* marks the source's active call; other numbers are inactive results; / = not tested or not shown.

SMILES	KKLEB cytotox	LMP1 NFkB inh	SRC3 inh	SRC1 inh	Shn3 3UTR inh	LRH-1 inv ag	TROY signal inh	C8 TRAIL sens	COUP-TFII inh	TWEAK Fn14 block	CF NFkB inh
O=C1NC(=O)C2C3c4ccccc4C(c4ccccc43)C12 (stereo unspecified)	2.6	-1.3	8.7	7.3	-7.1	14.0	-0.2	5.1	-7.2	16.9	6.5
COCCCn1c(N)c(-c2nc3ccccc3n2C)c2nc3ccccc3nc21	3.8	0.4	5.3	10.3	-21.4	14.0	6.8	-3.4	-11.5	-14.0	-28.2
Cc1ccc(C(=O)Nc2ccc3cn[nH]c3c2)cc1S(=O)(=O)N1CCCCC1	5.9	-46.2	-41.4	-35.6	-39.3	-65.7	-19.7	6.0	-25.1	-23.6	0.1
COc1ccc(C(=O)COc2ccccc2C#N)cc1	17.3	-34.3	-44.5	-77.0	-58.8	-108.2	-24.2	-4.5	-29.0	-16.8	-11.2
Nc1nnc(SCC(=O)N2CCc3ccccc3C2)s1	0.1	-2.2	6.5	3.7	-2.2	4.2	4.7	-1.6	-3.0	-8.1	-13.1
CC(C)c1csc(CN2CCC(CO)(Cc3ccccc3)CC2)n1	-2.5	4.6	-1.6	-18.0	8.3	-13.1	-10.3	2.1	7.0	-30.6	7.1
c1ccc(CCc2nc(-c3cccnc3)no2)cc1	4.8	-14.2	-10.4	-36.8	-33.4	-42.7	-27.3	4.6	2.0	-16.1	-5.1
O=C(CN1C(=O)c2ccccc2C1=O)OCC(=O)c1ccccc1	10.7	-2.1	14.3	-5.6	-5.9	13.1	-5.2	-0.5	-12.4	-17.0	-16.8
Cc1ccccc1C(=O)N1CCN(c2ccc(NC(=S)NC(=O)c3ccco3)cc2)CC1	5.3	35.7	24.5	-8.2	57.8	23.3	-11.3	16.0	46.2*	6.4	39.4
Cc1cc2c(cc(C(=O)O)n2C)s1	2.0	-1.1	-5.2	-6.2	-10.2	-15.2	10.4	0.2	-10.8	24.2	-7.6
O=C(CSc1nc2ncc(Br)cc2[nH]1)Nc1ccccc1-c1ccccc1	-8.8	0.0	7.7	-2.7	14.7	7.5	48.5	1.9	-12.9	4.1	43.3
CCn1cc(C(=O)NCC(OC)OC)c(=O)c2cc(S(=O)(=O)N(C)C3CCCCC3)ccc21	-12.5	3.9	7.0	25.9	8.9	21.1	-0.4	27.9	-2.7	13.8	19.5
Cc1cccc(NC(=O)CN(C)S(=O)(=O)c2cnc[nH]2)c1	-5.2	3.3	-5.2	-4.4	-12.2	-3.1	-40.9	-7.8	8.2	-1.9	7.3
CCOC(=O)C1=C(NC(=S)NC(=O)c2ccccc2)c2ccccc2CC1(C)CC (stereo unspecified)	-11.0	-2.5	-82.9	-51.9	57.8	-7.6	-1.5	33.6	10.4	-1.0	8.9
Cc1ccc(C(=O)Nc2ncc(C)s2)o1	5.0	-4.1	-73.7	-79.9	-10.8	-142.6	-53.8	13.4	-33.1	27.9	-5.8
Cc1ccc(NC(=S)N2CCN(S(=O)(=O)c3c(F)cccc3F)CC2)cc1C	2.7	2.1	-18.1	-4.8	25.6	4.2	-5.8	-6.6	0.0	-7.3	-4.4
CC(C)(C)c1ccc(-n2ncc3c2CCCC3NC(=O)CN2CCCC2=O)cc1 (stereo unspecified)	6.1	14.4	28.5	9.3	60.4	2.3	22.2	9.4	43.0*	7.2	-7.9
COc1ccccc1N1CCN(/N=C/c2ccc([N+](=O)[O-])cc2)CC1	-27.9	-37.1	-24.8	-16.9	-40.6	-34.6	-29.7	-11.8	-13.0	-35.3	-3.2
Cc1oc(-c2ccccc2F)nc1CS(=O)CC(=O)NCc1ccc2c(c1)OCO2 (stereo unspecified)	11.4	-4.2	7.6	2.3	3.2	-1.8	4.3	-1.2	6.4	-6.3	-43.6
CC1(C(=O)O)C=CC2(CCCCC2)N1C(=O)c1ccccc1 (stereo unspecified)	-0.1	-2.0	-1.5	-45.4	-8.3	-20.8	9.3	5.8	9.2	5.4	-14.0
CCOC(=O)c1c(C)nc2sc3c(=O)n(-c4ccc(C)cc4)cnc3c2c1-c1ccc(OC)cc1	-21.5	1.4	19.1	-10.2	-12.8	6.4	-4.3	-1.1	16.1	-7.9	-0.5
CCCc1nnc(SCC(=O)N2CCCCC2)n1CCCOC	-5.6	9.5	3.4	0.3	11.1	-22.6	-2.5	16.2	12.8	8.1	10.2
C[N+]1(CC2COC3(CCCCC3)O2)CCCCC1 (stereo unspecified)	9.2	-4.8	3.8	-3.8	1.7	-0.2	1.6	9.4	-11.8	-8.7	-0.4
COc1ccc(C2CC(=O)c3c(O)cc(O)cc3O2)c(CC=C(C)C)c1OC (stereo unspecified)	7.4	6.8	21.3	-2.2	13.2	7.5	11.4	6.1	-2.0	26.8	14.0
Cc1ccc(C2(C)NC(=O)N(CC(=O)NCCN3C(=O)S/C(=C\c4cccnc4)C3=O)C2=O)cc1 (stereo unspecified)	3.5	-3.2	-24.7	3.1	-18.2	-14.8	13.4	-7.4	5.6	11.8	15.3
COc1ccc(CC2(C)OC(c3ccc([N+](=O)[O-])cc3)=NN2C(C)=O)cc1 (stereo unspecified)	-4.0	5.8	16.8	3.8	8.0	33.1	3.8	-3.6	12.7	3.2	10.6
Cc1ccc(NC(=O)NC2CCCc3ccccc32)cc1 (stereo unspecified)	-0.6	-10.3	-24.6	-17.3	-4.0	-3.9	-21.2	20.5	3.2	-24.9	8.6
O=[N+]([O-])c1cc(Cl)ccc1NCCNc1ncc(C(F)(F)F)cc1Cl	8.3	-6.2	-16.8	-15.8	5.2	11.3	-5.6	-3.5	-4.6	25.4	-14.6
O=C(COC(=O)C1CC(=O)N(Cc2ccccc2)C1)c1ccc(Br)cc1 (stereo unspecified)	-4.1	-0.5	21.8	-7.9	-1.6	15.2	-8.5	5.7	7.2	-1.5	8.0
CC(=O)Nc1ccc(NC(=O)C2CCCN2C(=O)Nc2ccccc2[N+](=O)[O-])cc1 (stereo unspecified)	-18.3	-6.5	-3.8	-4.0	-1.3	6.8	-35.6	-9.3	-5.4	-20.6	-3.9
CC(C)c1ccccc1NC(=O)Nc1ccc(F)cc1F	2.1	12.7	8.0	-22.7	-39.9	4.3	-3.0	-4.2	-9.5	-14.8	9.2
CC(CN1CCOCC1)OC(=O)c1ccccc1Br (stereo unspecified)	8.3	8.1	-2.6	-5.7	-14.2	-6.4	/	-10.8	-11.8	47.9	-5.7
COc1ccc(C(=O)NCCN2C(=O)S/C(=C\c3cccnc3)C2=O)c(OC)c1OC	1.7	-6.7	20.2	16.4	0.8	19.1	3.7	0.8	11.5	-2.0	3.9
Cc1ccc(C(C)NC(=S)NC2CCCCC2)c(C)c1 (stereo unspecified)	12.9	6.5	-0.4	-19.3	16.2	-1.3	7.1	1.7	3.0	13.0	-7.1
CC(=O)c1c(C)[nH]c(C(=O)CN2C(=O)NC(C)(c3ccc(C)cc3)C2=O)c1C (stereo unspecified)	2.7	-5.1	14.7	7.0	-0.1	8.7	11.3	-6.1	-16.1	12.8	6.3
CCCC(O)(CCC)C(=O)NNc1ccc(C)cc1	6.0	-4.4	29.0	3.8	-5.8	6.7	-3.0	-2.1	13.8	-22.0	-8.2
CCOC(=O)c1ccc2[nH]c(C)c(C)c2c1	-4.7	-37.1	-14.7	-61.1	-75.3	-79.0	-41.5	1.7	-20.4	-6.3	-2.0
CN(C(=O)CCc1nc2ccccc2s1)c1ccccc1	2.3	1.3	12.3	-7.3	-24.8	-11.2	-23.9	18.9	5.5	1.4	19.4
CN(C(=O)CSc1nnnn1-c1ccc(O)cc1)C1CCCCC1	8.2	-2.4	-9.9	5.1	-18.3	-8.5	6.8	1.6	9.9	5.3	-6.3
Cc1ccccc1OCCN1C(=O)NC2(CCCc3ccccc32)C1=O (stereo unspecified)	-9.6	4.0	-0.4	-20.7	0.5	0.0	-5.6	0.5	0.5	2.1	11.3

Gathered by group: the entries above with a thiophene ring, fused or not.
SMILES	KKLEB cytotox	LMP1 NFkB inh	SRC3 inh	SRC1 inh	Shn3 3UTR inh	LRH-1 inv ag	TROY signal inh	C8 TRAIL sens	COUP-TFII inh	TWEAK Fn14 block	CF NFkB inh
Cc1cc2c(cc(C(=O)O)n2C)s1	2.0	-1.1	-5.2	-6.2	-10.2	-15.2	10.4	0.2	-10.8	24.2	-7.6
CCOC(=O)c1c(C)nc2sc3c(=O)n(-c4ccc(C)cc4)cnc3c2c1-c1ccc(OC)cc1	-21.5	1.4	19.1	-10.2	-12.8	6.4	-4.3	-1.1	16.1	-7.9	-0.5

The results go on:
SMILES	KKLEB cytotox	LMP1 NFkB inh	SRC3 inh	SRC1 inh	Shn3 3UTR inh	LRH-1 inv ag	TROY signal inh	C8 TRAIL sens	COUP-TFII inh	TWEAK Fn14 block	CF NFkB inh
CCCCNC(=O)CCC(=O)NNc1nc2ccccc2c2nc(C)nn12	-5.6	-6.5	9.2	1.1	23.1	13.3	-2.3	23.4	3.5	12.4	22.6
COC(=O)c1cc(C#N)c(Oc2ccc(OC)cc2)nc1C	-0.5	3.7	21.0	2.4	-0.9	-22.6	9.7	-7.2	3.0	-27.2	9.2
C=CCSC1=C(C#N)C(c2ccccc2OCC)CC(=O)N1 (stereo unspecified)	-8.5	-6.7	-8.8	9.4	-8.4	7.3	-12.6	-0.7	-4.3	-3.8	-0.5
OC(c1ccc(F)cc1)c1nc(-c2cc3ccccc3o2)cs1 (stereo unspecified)	3.3	/	-126.2	-63.1	-86.7	-83.2	-4.4	-3.9	-44.2	6.6	-26.9
COc1ccc(C2=NOC(C(=O)NCc3ccc(F)cc3)C2)cc1OC (stereo unspecified)	-28.7	11.0	10.3	-7.4	5.6	19.3	6.0	22.6	/	-0.3	39.8
COc1ccc(SCC(=O)c2cc(C)c(OC(=S)N(C)C)c(C)c2)cc1	12.9	-10.7	14.3	-19.0	6.7	-18.4	22.2	7.7	9.5	9.3	-4.0
COc1cccc(Nc2nc(-c3sc(N)nc3C)cs2)c1	-3.2	-25.1	-23.0	-15.9	-18.8	-30.4	-0.3	-0.6	3.0	-2.3	11.8
COc1ccccc1NS(=O)(=O)c1ccc(Br)s1	9.1	1.5	-9.8	0.4	18.2	-5.2	-12.8	2.3	1.0	9.5	3.2
CCC(C)[C@H](NC(=O)NCCC1=CCCCC1)C(=O)O (stereo partly specified)	-5.4	-2.0	7.9	-34.4	-1.1	1.6	-20.1	-4.4	0.3	-16.2	-8.3
CC(=O)c1ccc(OC(C)C)c(CC(C(N)=O)C(N)=O)c1	0.9	-1.2	-27.8	-20.5	-2.7	-11.9	-0.5	-12.6	0.7	-8.7	4.8

Single entries from the entries so far.
C8 TRAIL sens with `CCCCNC(=O)CCC(=O)NNc1nc2ccccc2c2nc(C)nn12` = 23.4
Shn3 3UTR inh with `C=CCSC1=C(C#N)C(c2ccccc2OCC)CC(=O)N1` (stereo unspecified) = -8.4

Only part of the results is shown; rates above refer to the full screens.
